CRFR2-BP antag = antagonists of CRF-binding protein/CRF-R2 receptor complex; HEK293 CRF-R2/CRF-BP, CRF-induced calcium fluorescence; inhibition, % at 11.8 µM; actives 0.59% (n = 350,000); AID 588475;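 active = inhibition of the ligand-induced calcium signal above about 50% at the single tested concentration, limit read from the data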
GalR3 antag = human GalR3 antagonism. O60755. HEK293 GalR3-CNG cAMP membrane potential fluorescence; galR3 body fused to GalR1 C-terminus. inhibition, % at 3 µM. actives 0.44% (n = 360,000);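 active = inhibition above the screen-wide average plus 3 SD, cut at about 13% in these data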;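 also: forskolin and galanin both at EC90 stimulate the cells; cAMP rise reported by CNG channel membrane potential dye signal; 0% = forskolin plus galanin with DMSO and 100% = forskolin alone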
Target sequence (O60755 1-299 limits assumed): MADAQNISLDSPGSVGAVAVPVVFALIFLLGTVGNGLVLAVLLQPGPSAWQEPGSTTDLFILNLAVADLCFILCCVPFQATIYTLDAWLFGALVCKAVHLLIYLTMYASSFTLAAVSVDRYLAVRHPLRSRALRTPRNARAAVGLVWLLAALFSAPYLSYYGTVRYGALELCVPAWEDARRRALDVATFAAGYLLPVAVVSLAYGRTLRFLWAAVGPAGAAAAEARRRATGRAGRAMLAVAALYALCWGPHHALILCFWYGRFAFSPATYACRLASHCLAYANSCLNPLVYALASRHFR
CRFR2-BP ag = CRF-BP/CRF-R2 complex agonism. activation, % at 13.2 µM. AID 588473. HEK293 CRF-R2/CRF-BP, calcium dye fluorescence (FLIPR); percent of saturating CRF peptide response. actives 0.46% (n = 350,000);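 active = activation of at least 50%, plus an integration ratio under a set limit after plate pattern correction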;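 also: plate controls were neutral control wells without compound for no effect and CRF at EC100 for full effect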
An asterisk follows results filed as active. A portion of the library. The share of hits here may be higher or lower than overall.

SMILES	CRFR2-BP antag	GalR3 antag	CRFR2-BP ag
CN(C(=O)c1ccc(NC(=O)Cc2ccc(NC(=O)C3CCCN(C(=O)CCc4ccccc4)C3)cc2)cc1)C1CC1 (centres undefined)	2	-1	0.2
Cc1cc(C)c2c(=N)c3ccccc3n(CCCCCCCCn3c4ccccc4c(=N)c4c(C)cc(C)nc43)c2n1	-14	-2	0.8
CC1Cc2c([nH]c(=O)n(-c3ccccc3)c2=O)O1 (centres undefined)	10	0	-3.2
O=C(COc1ccccc1)Nc1cccc(-c2ccc(N3CCOCC3)nn2)c1	4	0	0.5
CC1CCN(C(=O)CSc2nc(=O)n3ccccc3n2)CC1	-7	-3	-0.3
COc1ccc(-c2csc(NC(=O)c3c(C)noc3C)n2)cc1OC	-12	-7	-0.8
O=C(CSc1cc(Cl)ccc1Cl)NC1CC1	4	-4	-3.7
COc1cccc(NC(=O)CCc2ccccc2)c1	5	3	-1.5
COc1ccc(C(CNC(=O)c2ccc(OCc3ccccc3)cc2)N2CCOCC2)cc1 (centres undefined)	5	-2	-2.9
COc1ccc2[nH]c3c(c2c1)CCN1C(=O)C(CC(=O)NCc2cccc(C(F)(F)F)c2)C[C@H](C(=O)N2CCCCC2)[C@@]31CCc1ccccc1 (some centres undefined)	5	-2	2.6
COc1ccc([C@H]2N[C@]3(CCCN(Cc4ccc(C)cc4)C3=O)[C@H]3C(=O)N(C)C(=O)[C@@H]23)cc1	-1	0	0.1
COc1ccc(Br)c(C(=O)OCC(=O)NC2CCCCCC2)c1	10	-5	-0.1

3 compounds already listed, arranged by their value in CRFR2-BP antag, largest number first.
smiles,CRFR2-BP antag
COc1cccc(NC(=O)CCc2ccccc2)c1,5
O=C(COc1ccccc1)Nc1cccc(-c2ccc(N3CCOCC3)nn2)c1,4
COc1ccc(-c2csc(NC(=O)c3c(C)noc3C)n2)cc1OC,-12

Next section
SMILES	CRFR2-BP antag	GalR3 antag	CRFR2-BP ag
COc1ccc(Cn2c(C)nc3c(c2=O)c2nc4ccccc4nc2n3Cc2ccco2)cc1	17	-2	-2.5
Cc1occc1-c1nnc(SCC(=O)N(C)c2ccccc2)o1	5	0	0.0
COc1ccc(C(C)=O)cc1CC(=O)Nc1cccc(S(=O)(=O)N2CCOCC2)c1	-4	-3	0.7
CCOc1ccc(C(=O)NCC(=O)NNC(=O)CN(C)S(=O)(=O)c2ccc(Cl)cc2)cc1OCC	1	-4	-1.1
CCCCC[C@@H]1C=C(C(=O)O)[C@H](c2ccc(OC)c(OC)c2)N1S(=O)(=O)c1ccc(C)cc1	9	-7	0.1
CC(CC(=O)Nc1ccc(Cl)c(S(=O)(=O)N2CCOCC2)c1)c1ccccc1 (centres undefined)	-4	96*	-0.2
CC(C)N(C(=O)[C@H]1C[C@H](CC(=O)NCc2cccc(C(F)(F)F)c2)C(=O)N2CCc3c([nH]c4cc(CCC(=O)N(C)C)ccc34)[C@]12C)C(C)C	-8	-1	10
CC1(C)CC(Cc2cccc(C(F)(F)F)c2)N(C(=O)OC(C)(C)C)C1 (centres undefined)	-13	-3	3.3
Cc1ccc(OCC(=O)Nc2ccc(C(=O)Nc3ccccc3C(=O)O)cc2)cc1C	5	-6	-1.5
CC(C)(Oc1ccc(Cl)cc1)C(=O)NCC(c1cccs1)N1CCOCC1 (centres undefined)	-3	-4	1.3
O=C(COC(=O)CNC(=O)c1ccccc1F)NCCNC(=O)COC(=O)CNC(=O)c1ccccc1F	-6	3	-0.9
O=C(Nc1cccc([N+](=O)[O-])c1)NN1CCCCCC1	1	-4	7.1

4 entries from above, with each value named:
COc1ccc(C(C)=O)cc1CC(=O)Nc1cccc(S(=O)(=O)N2CCOCC2)c1
  CRFR2-BP antag: -4
  GalR3 antag: -3
  CRFR2-BP ag: 0.7
CC(CC(=O)Nc1ccc(Cl)c(S(=O)(=O)N2CCOCC2)c1)c1ccccc1 (centres undefined)
  CRFR2-BP antag: -4
  GalR3 antag: 96*
  CRFR2-BP ag: -0.2
CN(C(=O)c1ccc(NC(=O)Cc2ccc(NC(=O)C3CCCN(C(=O)CCc4ccccc4)C3)cc2)cc1)C1CC1 (centres undefined)
  CRFR2-BP antag: 2
  GalR3 antag: -1
  CRFR2-BP ag: 0.2
COc1ccc2[nH]c3c(c2c1)CCN1C(=O)C(CC(=O)NCc2cccc(C(F)(F)F)c2)C[C@H](C(=O)N2CCCCC2)[C@@]31CCc1ccccc1 (some centres undefined)
  CRFR2-BP antag: 5
  GalR3 antag: -2
  CRFR2-BP ag: 2.6

(next part)
SMILES	CRFR2-BP antag	GalR3 antag	CRFR2-BP ag
CN(Cc1ccccc1)C(=O)c1cccc(NC(=O)Cc2ccc([N+](=O)[O-])cc2)c1	0	-5	0.2
Cc1ccc([C@H]2C[C@H](O)[C@@H](n3cc(-c4ccc(F)cc4)nn3)CN2CC2CCCCC2)cc1	-3	-3	0.7
CC(Oc1cccc2cccnc12)C(=O)N/N=C/c1ccc2c(c1)OCO2 (centres undefined)	12	-2	-1.2
C[C@H](CO)N1C[C@H](C)[C@@H](CN(C)S(=O)(=O)c2ccccc2)Oc2c(NC(=O)Nc3ccc4c(c3)OCO4)cccc2C1=O	3	-7	-0.3
CN(C)CCC(=O)C(Cc1ccccc1)c1ccccc1 (centres undefined)	35	-4	14
Cc1ccc(S(=O)(=O)N2CCOCC2)cc1NC(=O)COc1cccc(-n2cnnn2)c1	12	-3	-2.1
CSc1ncnc2c1ncn2CCCNCC(C)c1ccccc1 (centres undefined)	-6	-8	0.2
O=C(c1cc(-c2ccc(Br)cc2)nc2ccccc12)N1CCN(c2ccccc2O)CC1	10	-5	-0.7
CCN(CC(=O)Nc1c(F)cccc1F)C(=O)/C=C/c1ccc(Br)s1	3	-1	-0.7
O=C(COC(=O)C1=COCCO1)Nc1ccc(Br)cc1Br	12	0	-1.3
COc1cc2c(C(F)(F)F)c(-c3ccsc3)oc(=O)c2cc1OC	-4	-5	3.0
O=C(CSc1nnc(Nc2ccccc2)s1)NCC1CCCO1 (centres undefined)	7	-7	-1.4
COc1ccccc1-c1nnc(SCC(=O)Nc2ccc3[nH]c(=O)[nH]c3c2)n1N	16	-2	-0.5
Cc1ccc(S(=O)(=O)N2CCN(C(=O)COC(=O)COc3cccc(C(F)(F)F)c3)CC2)c(C)c1	11	-6	3.5
COC(=O)c1c(NC(=O)COC(=O)CCNS(=O)(=O)c2ccc(NC(C)=O)cc2)sc(C)c1C	-9	-6	0.5
O=C(COC(=O)c1ccc([N+](=O)[O-])o1)NCc1ccc2c(c1)OCO2	6	-5	1.4
Cn1c(=O)c2[nH]c(NN=Cc3ccccc3)nc2n(C)c1=O	9	-8	-5.9
CCc1ccc2nc(NC(=O)CN3C(=O)NC4(CCCC4)C3=O)sc2c1	-40	-5	-0.3
O=C(CN1C(=O)NC2(CCCC2)C1=O)Nc1nc2ccccc2[nH]1	-6	-4	0.8
C[C@H]1CCCCO[C@H](CN(C)S(=O)(=O)c2cn(C)cn2)[C@@H](C)CN([C@@H](C)CO)C(=O)c2cc(NS(=O)(=O)c3ccccc3)ccc2O1	7	4	0.0
COc1ccccc1N1CCN(CC(=O)Nc2ccccc2C(=O)NCCc2ccccc2)CC1	-10	-2	-0.8
Cc1ccc(S(=O)(=O)NN=CC=CC=NNS(=O)(=O)c2ccc(C)cc2)cc1	5	-2	-0.7
Cc1ccccc1C(=O)N1CCC(C(=O)Nc2ccccc2N2CCCC2)CC1	-8	-3	1.4
COc1ccc(CCC(=O)NCCOc2ccccc2Cl)cc1	7	2	-7.8
Nc1c(N(CCO)C(=O)C2CCCC2)c(=O)[nH]c(=O)n1Cc1ccccc1	-12	-5	6.0
CN(CC(=O)Nc1ccccc1Cl)C(=O)COC(=O)c1cc(S(=O)(=O)N(C)C)ccc1N1CCCC1	-25	-5	-0.1
c1ccc2c(CCN3CCNC[C@H]3Cc3cccc4ccccc34)cccc2c1	-9	-9	1.9
COc1ccc(NC(=O)CCOc2ccccc2F)cc1S(=O)(=O)N1CCCCC1	-4	-6	-0.8
O=C(NCCCn1ccnc1)c1ccc(NS(=O)(=O)c2ccc(Cl)c(Cl)c2)cc1	1	-2	-1.6
CCN(CC(=O)Nc1ccc2c(c1)OCCO2)C(=O)CCc1ccc(OC)cc1	4	-6	-1.2
CC1CCCCN1C(=O)COC(=O)c1cc([N+](=O)[O-])ccc1N1CCOCC1 (centres undefined)	-4	-1	0.2
COc1cc(/C=C/C(=O)OCC(=O)N2CCCc3ccccc32)ccc1O	-16	-5	-3.5
CSc1ncccc1C(=O)OCC(=O)NC1CCCC1	2	-8	-1.4
O=S(=O)(c1ccc2c(c1)OCCO2)N1C[C@@H]2C[C@H]1CN2S(=O)(=O)c1c(F)cccc1F	0	-1	4.3
CC1CN(C(=O)COC(=O)c2cc(=O)[nH]c3ccccc23)CC(C)O1 (centres undefined)	9	-5	-2.1
CCOC(=O)c1cocc1C(=O)O	-9	-5	-0.4
Cc1cc(C)c2c(ccc3ccccc32)n1	-10	-5	-4.0
O=C(c1ccco1)N1CCN(Cc2cc(=O)oc3cc(O)ccc23)CC1	2	-2	-0.9
Cc1cc(C)cc(NC(=O)CSc2nnc(CNC(=O)c3ccco3)n2C)c1	-10	-9	-2.1
Cc1ccc(S(=O)(=O)N(C)c2ccc(OC(=O)c3cc(=O)[nH]c4ccccc34)cc2)cc1	12	1	-0.7
CC(=O)c1sc(NC(=O)CS(=O)(=O)c2ccc(F)cc2)nc1C	2	0	-0.5
O=C(Nc1ccc(Cl)c(S(=O)(=O)N2CCCCC2)c1)c1cccnc1	-10	-6	0.8
COc1ccccc1NS(=O)(=O)c1ccc(C(=O)NCc2ccc(S(N)(=O)=O)cc2)cc1	-16	-2	3.0
COc1cccc(CC(=O)OCC(=O)NC(C)c2ccc(F)cc2)c1 (centres undefined)	14	-5	-0.8
COc1ccc(S(=O)(=O)N2CCCCC2)cc1NC(=O)C1CC(=O)N(c2ccc3c(c2)OCCO3)C1 (centres undefined)	-7	-2	-0.4
COC(=O)CCNC(=O)Cc1ccc(S(=O)(=O)N2CCCCC2)s1	0	-5	-0.7
CC(C)(CNC(=O)c1ccc(NS(=O)(=O)c2ccc(F)c(F)c2)cc1)N1CCOCC1	1	-3	-1.3
O=C(OCC(=O)c1ccc[nH]1)c1ccc(F)c(S(=O)(=O)N2CCOCC2)c1	2	1	1.2
CN1CCN(CC(C)(C)NS(=O)(=O)c2ccccc2)CC1	-3	-6	-2.3
Nc1nc(N)nc(-c2ccc(Cl)c(Cl)c2)n1	7	-7	1.5
Cc1nn(CC(=O)N(C)C2CCC(C)CC2)c(C)c1S(=O)(=O)N(C)C (centres undefined)	-4	-3	-0.6
Cc1ccc(S(=O)(=O)N2CCC(C(=O)N/N=C/c3cccn3C)CC2)cc1	-2	7	-2.0
O=C(COC(=O)c1c[nH]c2ccccc12)Nc1ccccc1	-15	-5	-0.1
CCCC1SCC(C)(C)NC1=O (centres undefined)	-13	-1	-3.6
O=S1(=O)c2ccc(Br)cc2N2CCC[C@@H]2CN1Cc1ccccc1	-2	-6	-0.1

Bioassay records (PubChem BioAssay)
